High-throughput results deposited in PubChem BioAssay by National Center for Advancing Translational Sciences (NCATS).
TDP1 inh: qHTS Assay for Inhibitors of Tyrosyl-DNA Phosphodiesterase (TDP1); actives 0.28% (n = 350,000); recombinant TDP1, AlphaScreen DNA substrate cleavage; Potency, µM (series often up to 130 µM), inactives show at the top dose activity change, negative = inhibition, hits mostly inhibitors; AID 485290, 2010; also: nearly all actives have a fitted effect of over 40% in size
Target sequence (Q9NUW8 whole entry, looked up): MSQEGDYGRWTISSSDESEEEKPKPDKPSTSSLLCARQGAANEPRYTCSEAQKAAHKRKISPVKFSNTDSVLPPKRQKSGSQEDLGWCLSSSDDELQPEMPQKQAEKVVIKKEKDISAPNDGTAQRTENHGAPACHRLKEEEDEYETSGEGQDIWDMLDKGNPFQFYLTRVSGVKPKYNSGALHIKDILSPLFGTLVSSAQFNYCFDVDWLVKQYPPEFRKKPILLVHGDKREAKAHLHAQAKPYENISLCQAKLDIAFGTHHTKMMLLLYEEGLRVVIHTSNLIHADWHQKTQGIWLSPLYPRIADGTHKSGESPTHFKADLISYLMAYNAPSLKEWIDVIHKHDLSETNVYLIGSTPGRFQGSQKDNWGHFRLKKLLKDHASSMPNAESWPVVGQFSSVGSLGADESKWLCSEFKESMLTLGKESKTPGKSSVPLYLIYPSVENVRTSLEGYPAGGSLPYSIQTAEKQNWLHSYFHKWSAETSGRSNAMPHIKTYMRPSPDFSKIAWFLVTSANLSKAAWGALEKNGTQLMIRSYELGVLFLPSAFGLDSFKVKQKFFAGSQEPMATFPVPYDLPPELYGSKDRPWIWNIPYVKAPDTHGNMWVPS
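Compounds were preincubated with Tdp1 (1 nM final) for 15 min at room temperature before substrate (15 nM final) started a 5 min reaction; beads (10 ug/ml final) were then added for 10 min before AlphaScreen detection.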
TDP1 cell noCPT: qHTS for Inhibitors of human tyrosyl-DNA phosphodiesterase 1 (TDP1): qHTS in cells in absence of CPT | DT40 Tdp1-/- hTDP1 cells, no CPT, ATP luminescence, 48 h | Potency, µM (doses to about 46.2 µM), inactives show top-dose activity change, negative = growth inhibition, usual class: inhibitors | actives 15% (n = 420,000) | AID 686978, 2013; also: nearly all actives have a fitted effect of over 55% in size
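Stably hTDP1-transfected Tdp1-null chicken DT40 cells were treated with library compounds minus camptothecin and grown for at least 48 hr at 37 °C, after which cellular ATP was quantified by luminescence.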
DT40 TDP1 CPT: qHTS for Inhibitors of human tyrosyl-DNA phosphodiesterase 1 (TDP1): qHTS in cells in presence of CPT | Potency, µM (series often up to 46.2 µM), for inactives: top-dose activity change, negative = growth inhibition, usual class: inhibitors | actives 12% (n = 420,000) | AID 686979, 2013 | chicken DT40 Tdp1-/-;hTDP1 cells + 20 nM CPT, ATP luminescence, 48 h; also: nearly all actives have a fitted effect of over 55% in size
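Chicken DT40 Tdp1-/- cells stably complemented with human TDP1 were seeded at 400 cells/well in medium containing 20 nM camptothecin, exposed to pin-transferred compounds, and grown at 37 °C for at least 48 hr. Viability was read as ATP luminescence.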
The depositor's hits bear a star; ? = inconclusive; . = no result given; & = joins results of further samples; [ ] = another dose, or the depositor's remark. Calls follow the shape of the dose curve; as a rule, active = well fitted curve in the direction sought with a large enough effect; inconclusive = small, poorly fitted or top-dose-only effect, or another doubt; inactive = no such curve, though single readings can be large; an effect the other way counts as inactive or inconclusive. % is scaled to controls: 0 for no effect and ±100 for the full control effect; potency is read from the fitted curve at half-maximal effect.

SMILES	TDP1 inh	TDP1 cell noCPT	DT40 TDP1 CPT
COc1ccc(NC2CCCN(C(=O)CCN3CCCO3)C2)cc1 (configuration not stated)	2%	0%	2%
CC(=O)Nc1cc2nn(-c3ccccc3)nc2cc1Cl	-2%	-4%	13%
COc1ccc(NC(=O)c2cccc3c2C(=O)N(C2CCCCC2)C3)cc1	1%	18µM*	18µM*
O=S1CCCSC1c1cccnc1 (configuration not stated)	2%	7%	0%
Cc1ccc(S(=O)(=O)CC(=O)c2cc(C)c(O)c(C)c2)cc1	1%	-6%	-4%
CCOc1cc(C=O)ccc1OS(=O)(=O)c1ccc(NC(C)=O)cc1	0%	18µM*	?
O=C(NCC1OCCc2ccccc21)c1cc(COc2ccc(F)cc2Cl)on1 (configuration not stated)	.	?	-26%
O=C(Nc1ccccc1Cc1ccccc1)c1ccc2c(c1)SC1=NS(=O)(=O)CCN12	-8%	?	?
COc1ccc(N(CC(=O)Nc2ccc(C)c(F)c2)S(=O)(=O)c2c(C)noc2C)cc1	1%	-2%	?
O=S(=O)(Nc1cccc(S(=O)(=O)N2CCCCCC2)c1)c1ccccc1	8%	-25%	-2%
Cn1c(=O)n(C)c2cc(NC(=O)CSc3nnc(-c4ccccc4O)n3-c3ccccc3)ccc21	8%	?	18µM*
Cc1onc(-c2ccccc2)c1NC(=O)N(CCC#N)Cc1ccccc1	1%	-18%	3%
COc1ccc(/C=C2\SC(=O)N(CCc3nnc(N)s3)C2=O)cc1	.	-4%	-13%
CCC(=O)Nc1cccc(NC(=O)CSc2nnnn2C)c1	0%	-21%	1%
CCCCOc1ccc(OCCNC(=O)c2ccco2)cc1	7%[0.0935 µM]	16µM*	?
COc1ccc(OCCCCOc2ccccc2Cl)cc1	.	-5%	1%
CCC(NC(=O)c1ccccc1O)c1ccccc1 (configuration not stated)	0%	?	?
CCN(CCO)c1ncnc2onc(-c3ccc(F)cc3)c12	.	-22%	-26%
COc1ccc(CNc2nc(-c3ccco3)nn2S(=O)(=O)c2ccc(Cl)cc2)cc1OC	5%	1%	3%
O[C@@H]1CN(CC2CCCCC2)[C@@H](c2ccc(Cl)cc2)C[C@H]1n1cc(-c2ccc(F)cc2)nn1	.	?	?
N#CC(C#N)=Cc1cccn1-c1ccc(C(=O)O)cc1	3.2µM*	16%	5%
O=C(COC(=O)/C=C/c1cccc(C(F)(F)F)c1)NC(=O)NCc1ccccc1	-3%	-3%	3%
Cc1ccc(S(=O)(=O)c2nc(-c3ccc(F)cc3)oc2N2CCN(c3ccccc3)CC2)cc1	1%	18µM*	?
CC(C)(C)C(=O)Nc1ccc(-c2nc3ccc(NC(=O)C(C)(C)C)cc3[nH]2)cc1	0%[12.3 µM]	1.2µM*	0.65µM*
COc1ccccc1NC(=O)NNC(=O)c1ccc2c(c1)NC(=O)C(C)(C)O2	.	?	23µM*
Cc1ccc(Cl)cc1N1CCN(S(=O)(=O)c2c(C)[nH]c(=O)[nH]c2=O)CC1	3%	-18%	1%
CCOc1ccc(NC(=O)CSc2nc3ccsc3c(=O)n2CCCCC(=O)O)cc1	.	-24%	-12%
Cc1ccc(S(=O)(=O)N/N=C/c2c(C)nn(-c3ccccc3)c2C)cc1	7%	-20%	-10%
CCCOc1ccc(C(=O)N2CCC(c3nc4ccccc4s3)CC2)cc1	-5%	?	-11%
O=C(c1ccncc1)N1CCC2(CC1)CN(Cc1cc(C(F)(F)F)cc(C(F)(F)F)c1)C2	.	-7%	?
COC(=O)C1(C(=O)OC)c2ccccc2CN(S(=O)(=O)c2ccc(C)cc2)C1CC(C)=O (configuration not stated)	.	-2%	6%
O=C(N/N=C/c1cccs1)c1ccc2ccccc2c1	4%[56.1 µM]	21µM*	15µM*
C[C@H](NC(=O)/C(C#N)=C/c1ccc(O)c(O)c1)c1ccccc1	11%	19µM*	19µM*
N=C(N)SCc1cccc2c(=O)cc(-c3ccccc3)oc12	.	7.1µM*	4.5µM*
CC(C)C[C@H](NC(=O)c1[nH]cnc1C(=O)N[C@@H](C)c1ccccc1)C(=O)OC(C)(C)C	10%	?	?
O=c1ccc(-c2ccc(S(=O)(=O)Nc3ccccc3Cl)o2)n[nH]1	6%	13%	0%
Cc1csc(-c2cc(C(=O)NCc3cc(C(F)(F)F)cc(C(F)(F)F)c3)n[nH]2)c1	.	-99%	-110%
CCN(Cc1ccccc1)C(=O)CN1C(=O)COc2ccc(S(=O)(=O)N3CCCCCC3)cc21	4%&5%	23µM*	21µM*
Cn1nc(CC(=O)Nc2ccc3c(c2)CCC3)c2ccccc2c1=O	1%	1.6µM*	3.3µM*
CSc1nnc(NC(=O)C2CCCCC2)s1	3%	1%	-2%
CCc1c(C(=O)Nc2ccc(C)c(C)c2)[nH]c(C)c1C(C)=O	.	?	?
CC(=O)c1nn(-c2ccc(Br)cc2)cc1C(=O)c1ccco1	2%	-25%	-2%
O=c1oc2ccccc2c(N2CCN(c3ccccc3F)CC2)c1CN1CCCC1	0%	?	?
Cc1cc(C)c2c(N)c(C(=O)NN3CC(=O)N(c4cccc(Cl)c4)CC3=O)sc2n1	.	-26%	0%
O=C(/C=C/c1ccc(Br)o1)Nc1nccs1	.	?	?
COc1cccc(CN2C(=O)c3ccccc3Sc3ccc(C(=O)NCCc4ccc(C)cc4)cc32)c1	-2%	?	?
CCCCC(=O)N=c1sc2c(OC)ccc(OC)c2n1C	1%	?	?
CC[C@H](C)NC(=O)CCCCCn1c(=S)[nH]c2c([nH]c3ccc(OC)cc32)c1=O	-2%	19%	21%
Cc1ccc(NC(=O)CN2C(=O)COc3ccc(S(=O)(=O)N4CCOCC4)cc32)cc1F	0%	9%	-15%
COc1cccc(CNC(=O)c2ccc(NC(=O)CC3SC(N4CCCC4)=NC3=O)cc2)c1 (configuration not stated)	0%	-2%	-6%
CCCS(=O)(=O)NC(=O)C1(C)CCN(C(=O)c2ccccc2OC(F)(F)F)C1 (configuration not stated)	.	5%	?
CCc1nc2ccc(C(=O)Nc3cc(-c4ccccc4)ccc3OC)cn2c1N(C=O)CCC(C)C	.	15µM*	16µM*
CN(C)S(=O)(=O)c1ccc(Cl)c(C(=O)NNC(=O)Cn2ccc(C(F)(F)F)n2)c1	1%	-1%	12%
CSc1cccc(CNC(=O)C2CCC(=O)N(CCCN3CCCC3=O)C2)c1 (configuration not stated)	2%	14%	-6%
Cc1ccc(N(CN2C(=O)c3ccccc3C2=O)C(=O)c2ccc([N+](=O)[O-])cc2[N+](=O)[O-])cc1	11%	1%	-2%
Cc1ccc2c(=O)c(C(=O)c3ccccc3)cn(CC(=O)Nc3ccc4c(c3)OCCO4)c2n1	-3%	-11%	?
O=C(CCCOc1ccc(Cl)cc1)Nc1cccc(C(=O)O)c1	7%	-12%	-15%
CCOC(=O)c1sc2nccc(N(C)C)c2c1N=CNOCc1ccccc1	.	?	?
CCc1ccccc1N1CC(C(=O)Nc2cc(S(=O)(=O)N3CCCC3)ccc2Cl)CC1=O (configuration not stated)	-6%[56.1 µM]	15µM*	?
CC1=C(c2ccc(F)cc2)S(=O)(=O)N=C1N1CCC(C(=O)NCCc2ccco2)CC1	7%	-22%	-6%

In another format: results already given.
compound,TDP1 inh,TDP1 cell noCPT,DT40 TDP1 CPT
Cc1ccc(NC(=O)CN2C(=O)COc3ccc(S(=O)(=O)N4CCOCC4)cc32)cc1F,0%,9%,-15%
COc1cccc(CNC(=O)c2ccc(NC(=O)CC3SC(N4CCCC4)=NC3=O)cc2)c1 (configuration not stated),0%,-2%,-6%
CCCS(=O)(=O)NC(=O)C1(C)CCN(C(=O)c2ccccc2OC(F)(F)F)C1 (configuration not stated),.,5%,?
CCc1nc2ccc(C(=O)Nc3cc(-c4ccccc4)ccc3OC)cn2c1N(C=O)CCC(C)C,.,15µM*,16µM*
CN(C)S(=O)(=O)c1ccc(Cl)c(C(=O)NNC(=O)Cn2ccc(C(F)(F)F)n2)c1,1%,-1%,12%
CSc1cccc(CNC(=O)C2CCC(=O)N(CCCN3CCCC3=O)C2)c1 (configuration not stated),2%,14%,-6%
Cc1ccc(N(CN2C(=O)c3ccccc3C2=O)C(=O)c2ccc([N+](=O)[O-])cc2[N+](=O)[O-])cc1,11%,1%,-2%
Cc1ccc2c(=O)c(C(=O)c3ccccc3)cn(CC(=O)Nc3ccc4c(c3)OCCO4)c2n1,-3%,-11%,?
O=C(CCCOc1ccc(Cl)cc1)Nc1cccc(C(=O)O)c1,7%,-12%,-15%
CCOC(=O)c1sc2nccc(N(C)C)c2c1N=CNOCc1ccccc1,.,?,?
CCc1ccccc1N1CC(C(=O)Nc2cc(S(=O)(=O)N3CCCC3)ccc2Cl)CC1=O (configuration not stated),-6%[56.1 µM],15µM*,?
CC1=C(c2ccc(F)cc2)S(=O)(=O)N=C1N1CCC(C(=O)NCCc2ccco2)CC1,7%,-22%,-6%

(cont.)
SMILES	TDP1 inh	TDP1 cell noCPT	DT40 TDP1 CPT
O=C(O)C(S)C(S)C(=O)O (configuration not stated)	.	-1%&-11%	?
CCCOc1ccc(CNC(=O)CCCn2ncn3c(cc4sc(CC)cc43)c2=O)cc1	0%	?	-28%
CN1CCN(C(=O)c2ccc(Cn3cc(Cl)cn3)o2)CC1	.	-16%	2%
O=C(COC(=O)c1n[nH]c(=O)c2ccccc12)NCc1ccccc1	1%	9.2µM*	12µM*
Cc1ccsc1C(=O)NC(C)c1ccc2c(c1)OCO2 (configuration not stated)	1%	-23%	-10%
NC(=O)C1CCCN(C(=O)c2cccc(S(=O)(=O)N3CCCCCC3)c2)C1 (configuration not stated)	0%	8%	5%
COc1ccc(CN2C(=O)C(NC(=O)c3cccc(C)c3)(C(F)(F)F)N=C2c2ccccc2)cc1 (configuration not stated)	6%	21µM*	?
O=C(O)CCCC(=O)Nc1cccc2cccnc12	6%	-12%	-17%
O=C(CN(Cc1ccco1)C(=O)CNS(=O)(=O)c1ccc(Cl)cc1)NCc1ccc(F)cc1	.	?	?
CC(C)(O)C#Cc1ccc(CN2CCN(Cc3ccsc3)C(CCO)C2)s1 (configuration not stated)	.	-28%	14%
C=CCn1c(SCC(=O)c2[nH]c(C)c(C(=O)OC)c2C)nc2scc(-c3ccc(OC)c(OC)c3)c2c1=O	1%	8.2µM*	16µM*
C=CCNC(=S)NN=C1CCC(c2ccccc2)CC1 (configuration not stated)	9%	-28%	-9%
CC1(C)C2CCC(C2)C1(C)N=C1OC(CCl)CS1 (configuration not stated)	-4%	?	-22%
COc1ccc(-n2ncc3c2CC(C)(C)CC3NC(=O)c2c(C)cc(=O)oc2C)cc1 (configuration not stated)	1%	?	26µM*
CCOC(=O)COc1ccccc1C(=O)c1cnn(-c2ccccc2)c1	.	?	-13%
CCOC(=O)N1CCN(S(=O)(=O)c2cc([N+](=O)[O-])c(C)cc2C)CC1	-1%	-26%	?
COC1=C(OC)C(=O)c2ccccc2C1=O	.	8.9µM*	7.9µM*
CCC(C(=O)N1CCN(c2ccccc2F)CC1)n1nc(C)c2sc3ccccc3c2c1=O (configuration not stated)	9%	?	?
CCc1ccc(C(=O)NNc2ccc(S(N)(=O)=O)cc2)cc1	.	-5%	1%
C[C@@H]1O[C@@H](OC[C@H]2O[C@@H](Oc3cc(O)c4c(=O)cc(-c5ccc(O)c(O)c5)oc4c3)[C@H](O)[C@@H](O)[C@@H]2O)[C@H](O)[C@H](O)[C@H]1O	-1%	4%	-30%
COc1cc(/C=N/NC(=O)c2nnn(-c3nonc3N)c2C(C)C)ccc1OCc1ccc(F)cc1	3%	21µM*	?
CNc1nc(N)nc(-c2cc(Cl)ccc2OC)n1	2%	-2%	-7%
CCOC(=O)c1sc(N(C)C)nc1-c1ccccc1	-1%	-22%	-16%
CCOC(=O)c1c(CN(C)C)n(C)c2ccc(OC(C)=O)cc12	5%	-2%	-6%
CCCCN(C)S(=O)(=O)c1c(C)[nH]c(=O)[nH]c1=O	6%	-1%	-1%
Cc1cc(C)c(NC(=O)Nc2ccccc2)c(Cl)c1	3%	?	16µM*
CCN(Cc1ccncc1)Cc1c(O)ccc2cc(Br)ccc12	11%	3%	5%
Cc1cc2ncc(-c3ncc(C(F)(F)F)cc3Cl)cn2n1	3%	?	-16%
CN(c1ccccc1)S(=O)(=O)c1cc(C(=O)Nc2ccccc2N2CCOCC2)ccc1Cl	.	9.2µM*	16µM*
Cc1cc(C)c(C)c(S(=O)(=O)NC(C)C(=O)O)c1C (configuration not stated)	.	-3%	-4%
O=C(O)C1CCCN1C(=O)c1cncc(Br)c1 (configuration not stated)	2%	-2%	-4%
